FXN GAA850 act = frataxin GAA850 promoter activation | hit rate 0.56% among 360,000 | activation, % at 6 µM | HEK293 lucGAA850 FXN promoter luciferase reporter, 24 h; percent of 10 µM SAHA response;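 active means activation above the average of all compounds screened plus 3 SD, cutoff fixed separately per campaign, cut at about 7.5% in these data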;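 further: 0% = DMSO wells and 100% = 10 µM SAHA wells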
hgDAF12 agonist = activates the H. glycines DAF-12 receptor ligand-binding domain | hit rate 1.8% among 370,000 | activation, % at 6.8 µM | HEK293 GAL4-hgDAF12 UAS-luciferase reporter, agonist luminescence; normalized to butyrate control;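 active means activation above a cutoff set at the mean of all screened compounds plus 3 SD, cut at about 10% in these data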;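 further: 0% = DMSO wells and 100% = sodium butyrate wells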
GC-B act = GC-B (human) receptor activation; P20594; HEK293-GC-B cells, CNP EC30, cGMP TR-FRET; 0% at EC30 CNP, 100% saturating CNP; activation, % at 10 µM; hit rate 0.11% among 370,000; AID 1920062;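 active means activation at 10 µM reaching about 35% in either raw or pattern-adjusted values, limit read from the data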
proKLK7 act = proKLK7 (human) activation, primary screen; AID 652039; P49862; activation, % at 7 µM; purified proKLK7, EDANS-DABCYL substrate fluorescence; 100% is mature enzyme control, 0% vehicle; hit rate 0.9% among 370,000;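 active means activation above the mean of all tested compounds plus 3 SD, computed per campaign excluding outliers beyond control limits, cut at about 13% in these data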
Target sequence (P49862 whole entry, looked up): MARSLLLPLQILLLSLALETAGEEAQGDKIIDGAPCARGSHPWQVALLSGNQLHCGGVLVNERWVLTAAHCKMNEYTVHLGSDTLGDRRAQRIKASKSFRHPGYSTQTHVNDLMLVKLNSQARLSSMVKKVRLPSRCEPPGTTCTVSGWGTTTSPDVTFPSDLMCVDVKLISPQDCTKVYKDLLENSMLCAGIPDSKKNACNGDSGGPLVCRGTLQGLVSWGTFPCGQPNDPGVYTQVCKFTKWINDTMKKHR
hcDAF-12 act = activates DAF-12 receptor from parasite H. contortus | activation, % at 6.8 µM | HEK293 hcDAF-12 lit1-tk-luc reporter, luminescence; 0% DMSO, 100% Δ7-dafachronic acid | AID 652067 | hit rate 1.4% among 370,000;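 active means activation above the mean of all tested compounds plus 3 SD, cut at about 5.5% in these data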;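 further: 100% = response to 3 µM Δ7-dafachronic acid high control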
SMARCA2 activ = SMARCA2 function activation, primary screen | MG213 cells, MMTV-luciferase reporter, dexamethasone, overnight | activation, % at 9.1 µM | hit rate 1% among 370,000 | AID 652017; in the data active means activation above about 7.8%;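 further: 0% = vehicle wells and 100% = reference activator wells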
DAX1 inh-1 = inhibits human nuclear receptor DAX1; hit rate 0.99% among 340,000; inhibition, % at 6.75 µM; HEK293 Gal4-DAX1 luciferase reporter, luminescence; AID 504766; P51843;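 active means inhibition above the mean over all tested compounds plus 3 SD, cut at about 4.2% in these data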;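 further: 0% = DAX1-transfected cells with DMSO and 100% = empty-vector control cells with DMSO; inhibition shows as a rise in luminescence from relieved DAX1 repression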
Target sequence (P51843 207-470 limits assumed): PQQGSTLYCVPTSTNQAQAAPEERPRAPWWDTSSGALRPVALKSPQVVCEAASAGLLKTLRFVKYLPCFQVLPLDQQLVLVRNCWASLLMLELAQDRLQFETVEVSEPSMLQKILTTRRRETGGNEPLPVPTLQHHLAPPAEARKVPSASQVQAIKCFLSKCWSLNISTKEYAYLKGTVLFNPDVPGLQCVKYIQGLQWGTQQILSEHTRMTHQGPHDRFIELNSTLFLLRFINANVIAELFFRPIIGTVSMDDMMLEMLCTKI
DAX1 inh-2 = blocks DAX1 repression of SF-1 activated StAR promoter; HEK293T StAR-luciferase reporter, SF-1/DAX-1 repression relief; inhibition, % at 6.8 µM; hit rate 1.1% among 370,000; AID 652010;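 active means inhibition above the mean over all tested compounds plus 3 SD, cut at about 3.6% in these data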;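 further: 0% = DAX-1 cells with DMSO and 100% = cells lacking DAX-1 with DMSO; higher inhibition means more luminescence from relief of DAX-1 repression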
ssDAF-12 act = activators of S. stercoralis DAF-12 nuclear receptor. HEK293 ssDAF-12/GRIP1 lit1-tk-luc reporter, luminescence; % of 3 µM dafachronic acid response. activation, % at 6.8 µM. hit rate 1% among 370,000. AID 652126;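 active means activation above the mean over all tested compounds plus 3 SD, cut at about 0.9% in these data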;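 further: 0% = DMSO-only wells and 100% = 3 µM delta7-dafachronic acid wells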
GC-A act = GC-A (human) enzyme activation; AID 1671463; P16066; HEK293 GC-A cells, cGMP TR-FRET, EC30 ANP; 0% at EC30 ANP, 100% saturating ANP; activation, % at 10 µM; hit rate 0.14% among 370,000; in the data active means activation above about 40%
sPLA2-III inh = Blocks human group III sPLA2 activity; hit rate 0.56% among 370,000; AID 743126; inhibition, % at 12.2 µM; QFRET BODIPY PC-A2 liposome hydrolysis, fluorescence;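 active means inhibition above mean plus 3 SD of compounds lying within the high and low control bounds, cut at about 19% in these data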;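 further: 0% = median of test compound wells and 100% = no enzyme DMSO wells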
Target sequence (Q9NZ20 whole entry, looked up): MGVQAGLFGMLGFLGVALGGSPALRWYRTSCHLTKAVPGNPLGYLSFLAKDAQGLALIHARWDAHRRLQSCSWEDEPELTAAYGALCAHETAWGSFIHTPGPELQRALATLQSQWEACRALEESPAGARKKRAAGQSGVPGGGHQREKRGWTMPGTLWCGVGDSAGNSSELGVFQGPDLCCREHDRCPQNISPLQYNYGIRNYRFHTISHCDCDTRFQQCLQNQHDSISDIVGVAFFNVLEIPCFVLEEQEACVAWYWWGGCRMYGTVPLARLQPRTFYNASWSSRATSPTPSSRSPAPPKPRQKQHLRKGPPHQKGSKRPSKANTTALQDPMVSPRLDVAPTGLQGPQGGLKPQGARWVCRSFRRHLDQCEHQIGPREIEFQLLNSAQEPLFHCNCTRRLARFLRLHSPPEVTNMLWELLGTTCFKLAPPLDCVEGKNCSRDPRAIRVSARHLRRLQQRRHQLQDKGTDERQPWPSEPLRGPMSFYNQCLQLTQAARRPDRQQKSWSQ
Starred values were filed as active, the others as inactive; . = no result given.

SMILES	FXN GAA850 act	hgDAF12 agonist	GC-B act	proKLK7 act	hcDAF-12 act	SMARCA2 activ	DAX1 inh-1	DAX1 inh-2	ssDAF-12 act	GC-A act	sPLA2-III inh
O=C1ON=C(c2ccccc2)/C1=C/c1ccc(-c2ccccc2[N+](=O)[O-])o1	0.3	0.8	31	0.2	-0.2	-2	-1.2	0.0	-1.1	35	-4
O=C(NC(=S)Nc1ccc2nc[nH]c2c1)c1ccccc1	3.2	5.9	1	-0.8	-0.2	1	0.9	6.5*	0.2	1	7
Cc1noc(C)c1CSCC(=O)Nc1ccc(S(=O)(=O)C(F)F)cc1	-0.8	2.9	3	-0.2	0.1	-2	-0.5	0.1	-1.4	0	0
COc1cccc(C(=O)NCC(c2ccc3c(c2)OCO3)N2CCN(c3ccc(F)cc3)CC2)c1 (stereo not given)	-1.3	-0.5	-1	0.2	-3.1	-2	-3.6	-4.2	-1.9	-4	3
CCN(CC)C(=O)c1sc2nc(N3CCOCC3)c3c(c2c1N)CCCC3	-0.4	-2.2	26	-12	-2.2	0	-0.9	-0.8	-1.6	28	10
CCOC(=O)c1sc(NN=C(C(=O)OC)C(=O)OC)c(C(=O)OCC)c1C	0.7	-3.0	0	-0.1	-2.6	-2	1.4	0.3	-1.4	2	3
O=C(/C=C/c1ccc2c(c1)S(=O)(=O)N(Cc1ccccc1)[C@H]2CC(=O)N1CCOCC1)N1CCOCC1	1.9	-0.7	3	0.2	0.4	1	0.6	0.1	-1.3	-1	6
C=CCn1c(SCC(=O)N2CCOCC2)nc2sc(CC)cc2c1=O	0.5	-3.6	-6	0.6	-0.2	-3	-0.3	-1.2	-1.8	-5	0
Cc1nn(-c2ccccc2)c(C)c1/C=N/NC(=O)CSc1nc2ccccc2c(=O)n1-c1ccccc1	0.8	-1.0	3	-0.5	1.0	-1	-0.6	0.2	-1.2	2	1
Cc1cc(Cl)ccc1C(=O)C1CCCN(C(=O)c2cncs2)C1 (stereo not given)	2.8	-3.0	-8	0.3	-2.7	-2	0.7	-2.6	-1.2	-4	9
O=C(Nc1ccc(Cl)cc1Cl)c1ccc(-c2ccccc2)cc1	1.4	0.5	5	-0.2	-1.4	1	-1.9	-0.1	-1.6	3	6
CCOC(=O)c1ccc(NCn2c(=O)oc3ccccc32)cc1	2.5	-2.9	3	0.0	1.6	6	-0.6	-0.2	0.0	-2	2
O=C(Nc1ccccc1C(=O)NCc1ccccc1)C1=CSCCO1	-1.8	-0.2	-5	0.3	-0.6	12*	1.3	-0.1	-1.5	-1	4
COc1cc(/C=N/Nc2ccc([N+](=O)[O-])cc2S(=O)(=O)N2CCOCC2)cc(OC)c1OC	0.8	-1.4	-1	0.6	-0.3	0	-1.2	0.3	-1.2	2	-3
C=CCn1c(C)cc(C(=O)COc2ccc(S(=O)(=O)N3CCCC3)cc2[N+](=O)[O-])c1C	1.9	0.9	2	0.2	3.6	-1	-0.7	-0.2	-2.2	2	-7
Cc1ccc(NS(=O)(=O)c2ccc3[nH]c(=O)c(=O)[nH]c3c2)cc1Cl	0.2	1.0	1	0.1	-1.2	-1	-0.2	0.7	-0.7	2	-6
Cn1c(SCc2ccccc2F)nc2cccnc21	3.6	14*	4	-0.1	8.0*	4	3.3	1.5	0.2	6	8
O=C(CSc1nc2ccccc2c(=O)n1-c1ccccc1)Nc1ccc2c(c1)CCC2	-2.4	-0.9	3	-0.4	-1.1	-4	.	-4.2	-1.4	-2	-8
COCc1[nH]nc2c1C(c1ccnc3ccccc13)C(C#N)=C(N)O2 (stereo not given)	-1.1	-2.2	1	-0.3	-2.1	0	0.1	0.1	-1.1	1	-2
Cc1ccc(NC(=O)CSc2ncn[nH]2)cc1S(=O)(=O)N1CCOCC1	0.4	-1.7	4	-0.9	-0.9	-5	-0.4	0.7	-1.8	1	-3
COc1ccccc1NC(=O)c1cc2c(s1)-c1ccccc1S(=O)(=O)C2	-2.4	-5.8	-6	15*	-3.4	-2	-1.1	-0.4	-1.4	-3	-46
Cc1ccc(-c2nnc(CCC(=O)N(C)Cc3nccs3)o2)s1	4.9	4.0	-2	-0.7	3.3	3	0.3	0.1	1.9*	0	-2
O=C1c2ccccc2C(=O)N1n1c(=O)[nH]c2ccccc2c1=O	0.3	-3.2	-3	0.6	-0.4	-1	-0.8	-1.0	-1.0	6	3
CSc1ccc(CN2CCC(C)(Oc3ccc(C(C)=O)cc3)C2)cc1 (stereo not given)	-0.1	3.6	-2	-0.5	0.6	-5	.	-1.4	-1.0	3	-8
CCN(c1ccccc1)S(=O)(=O)c1ccc(C(=O)NCC(c2ccccc2OC)N2CCCC2)cc1 (stereo not given)	-2.9	-0.7	3	-0.2	2.9	-2	1.3	1.7	-0.9	-2	-3
CC(C)(C)OC(=O)C[C@H]1C/C=C\C[C@H](CC(=O)N[C@H](CO)Cc2ccccc2)C(=O)N2CCC[C@H]2COC1=O	-0.1	-2.2	0	0.5	0.2	-6	-0.3	1.9	-0.5	-3	8
CCCCN1CC(COc2ccccc2)Oc2cccc(F)c2S1(=O)=O (stereo not given)	-0.4	2.1	4	0.6	-1.9	-4	1.3	0.8	-0.7	-3	2
Nc1cc(=O)[nH]c(=S)n1-c1cccc(C(F)(F)F)c1	1.5	1.4	0	1.1	2.5	-1	1.6	0.1	-1.0	-1	12
Cc1cccc(-c2ocnc2C(=O)Nc2ccccc2NC(=O)c2ccccn2)c1	0.7	2.3	-4	-0.3	4.2	-2	0.8	-0.1	0.1	-11	-3
CCOC(=O)C1CCN(C(=O)COc2ccc(N(C)S(=O)(=O)c3ccc(C)cc3)cc2)CC1	2.0	1.1	-2	0.3	-0.5	-4	-0.8	-0.1	-0.8	-6	1
COc1ccc(N(C(=O)Cc2cccs2)C(C(=O)NC2CCCCC2)c2cccn2C)cc1 (stereo not given)	0.3	-0.7	-17	-0.8	-1.5	-1	0.8	0.7	-1.2	-33	-4
O=C(CSc1nnc(NC(=O)c2ccccc2[N+](=O)[O-])s1)NC1CCCC1	2.5	4.9	1	-0.2	0.1	-3	1.4	1.1	-0.8	0	2
Cc1ccc(CNC(=O)C2CCCN2C(=O)Nc2ccccc2)cc1 (stereo not given)	0.6	-1.0	0	-0.1	-0.8	-2	-0.1	-0.3	-1.2	-1	-2
O=c1oc(C2(O)CCCCC2)cc2ccc(-c3ccc4[nH]ccc4c3)cc12	-8.5	-4.0	-4	-1.4	0.3	3	-2.8	-2.0	-0.8	-1	-12
CC(=O)c1cc2c(cc1NC(=O)Cc1c(C)noc1C)OCO2	2.0	-1.0	-3	2.5	1.9	-2	-0.5	-0.5	0.2	3	10
CC1O[C@@H](OC2C(COC3OC(CO)C(O)[C@H](O)C3O)OC(OC3CC[C@]4(C)C(CC[C@@]5(C)[C@@H]4CC=C4[C@@H]6CC(C)(C)CC[C@]6(CO)C(O)C[C@]45C)C3(C)C)C(O)C2O)C(O)C(O)C1O (stereo not given in full)	1.2	3.0	3	0.6	-2.5	0	0.6	-0.3	-1.1	4	-30
CCN1C(=O)[C@H]2[C@@H](c3ccc(-c4cccc(Cl)c4)cc3)N3CCCC[C@@]3(C(=O)OC)[C@H]2C1=O	1.6	0.9	-1	0.1	-2.0	-1	1.1	-0.5	-1.0	-2	-6
CCOC(=O)c1cc(C#N)c(N2CCN(c3ccccn3)CC2)nc1-c1ccccc1	3.8	0.5	-3	-4.8	-3.6	-4	2.4	-1.3	-1.0	-3	4
O=C(c1ccccc1)N(Cc1ccc2c(c1)OCO2)Cc1nc2ccccc2c(=O)[nH]1	-3.3	-0.3	-11	0.3	-1.6	1	-0.5	0.4	-1.3	-20	-5
COc1ccccc1Oc1nc2c(c(=O)n(Cc3ccccc3F)c(=O)n2C)n1C	0.5	-1.0	-1	0.1	-1.2	-5	-0.2	0.0	-0.8	1	1

Arranged by value in GC-B act (smallest number first): 3 of the compounds above.
structure	GC-B act
O=c1oc(C2(O)CCCCC2)cc2ccc(-c3ccc4[nH]ccc4c3)cc12	-4
CCN1C(=O)[C@H]2[C@@H](c3ccc(-c4cccc(Cl)c4)cc3)N3CCCC[C@@]3(C(=O)OC)[C@H]2C1=O	-1
CC1O[C@@H](OC2C(COC3OC(CO)C(O)[C@H](O)C3O)OC(OC3CC[C@]4(C)C(CC[C@@]5(C)[C@@H]4CC=C4[C@@H]6CC(C)(C)CC[C@]6(CO)C(O)C[C@]45C)C3(C)C)C(O)C2O)C(O)C(O)C1O (stereo not given in full)	3

Carrying on:
SMILES	FXN GAA850 act	hgDAF12 agonist	GC-B act	proKLK7 act	hcDAF-12 act	SMARCA2 activ	DAX1 inh-1	DAX1 inh-2	ssDAF-12 act	GC-A act	sPLA2-III inh
O=C(NNC(=O)c1cccc2ccccc12)c1cccc(Br)c1	0.6	0.0	-1	0.3	-0.9	-4	0.1	0.9	-0.3	-4	-15
COc1cccc(/C(C)=N/NC(=O)c2ccc(N(C)C)cc2)c1	1.2	2.9	1	0.7	0.4	4	0.5	-0.1	-0.9	-1	5
O=[N+]([O-])c1ccccc1-c1nc(-c2ccc(Br)o2)no1	5.5	21*	-4	-0.5	15*	5	2.9	4.5*	2.8*	6	0
CC(CCc1ccccc1)NC(=O)c1ccc(NC(=O)c2ccc(Cl)cc2Cl)cc1 (stereo not given)	0.4	-1.0	3	0.1	0.3	-1	1.1	0.0	-1.5	2	2
CC(C)(C)c1csc(NC(=O)c2ccc3nccnc3c2)n1	3.7	5.7	-4	0.6	-0.2	6	-0.7	0.4	-1.1	-3	-8
Cc1ccc(OCCNC(=O)c2cccc(S(=O)(=O)NCc3ccccc3)c2)cc1	-6.5	3.5	2	0.8	-2.0	-4	-1.0	-6.1	-1.3	-3	-20
CC(=O)NC(c1cccc(F)c1)c1nc(-c2cc3ccccc3o2)cs1 (stereo not given)	2.0	-0.7	5	0.4	-2.5	-5	.	0.5	-1.4	13	-19
CCC(C)(C)n1nnnc1C(c1ccc(OC)c(OC)c1)N1CCN(C(=O)c2ccco2)CC1 (stereo not given)	0.7	2.2	-8	0.1	-1.1	-2	-1.1	0.6	-0.9	3	1
CC(C)(C)N1Cc2nnn(CC3CCCCC3)c2-c2ccccc2S1(=O)=O	.	-1.8	-3	0.3	-2.3	2	.	-0.6	-0.4	-2	-2
CCOc1ccc(C2N(c3ccc(F)cc3)C(=O)C3CCCN32)cc1OC (stereo not given)	-0.1	0.0	10	-0.1	1.3	1	-0.8	-0.3	-2.0	0	4
COc1ccc(C(C)(C)C)cc1NC(=O)COC(=O)c1ncc(Cl)c(Cl)c1Cl	-1.5	0.0	-4	0.7	-1.9	-1	2.9	-0.3	-0.9	3	0
O=C(NCCC(F)(F)F)C1Cc2c(-c3ccc(Cl)cc3)ccnc2O1 (stereo not given)	-0.9	-0.3	3	0.0	-2.3	-1	.	1.0	-1.5	0	2
CCC(C)(C)n1nnnc1C(c1ccncc1)N1CCN(c2cccc(OC)c2)CC1 (stereo not given)	-1.7	-1.3	.	0.8	0.4	-4	-0.1	-0.4	-0.4	.	-4
COc1ccccc1N(CC(=O)NCC1CCCO1)C(=O)CNS(=O)(=O)c1ccc(C)cc1 (stereo not given)	1.2	1.5	1	-0.5	-0.4	-4	0.5	-0.2	-1.4	-4	11
